Compound activity as filed in PubChem.
CXXC DNA block: blocks binding of human MLL CXXC domain to DNA. Q03164. MLL-CXXC / FITC-HOXA9 DNA fluorescence polarization. Potency, µM (titrated, usually from 115 µM), for the others: at the highest dose activity change, negative = inhibition, usual class: inhibitors. actives 0.037% (n = 290,000); active = well fitted inhibition curve with a large enough effect in the polarisation, with a control signal flat, not every such curve was filed as active; inconclusive = small, poorly fitted or top-dose-only effect, or effect the other way, or a change in a side signal; inactive = no such curve, though single readings can be large or run the other way; the % refers to the polarisation; also: potency is read from the fitted curve at half-maximal effect
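Steps: dispense CXXC domain solution (7 uM) → pin compounds or unlabeled HOX-A9 DNA control → 5 min ambient → add FLSN-HOX-A9 solution (50 nM) → spin → 30 min ambient → fluorescence polarization. Tris pH 7.5/NaCl/DTT/BSA buffer.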
USP2a block: USP2a (human) protease inhibition | O75604 | USP2 core, Ub-CHOP2 coupled fluorogenic reporter, 485/531 | Potency, µM (top dose mostly 38.3 µM), for the others: at the highest dose activity change, negative = inhibition, usual class: inhibitors | actives 0.01% (n = 330,000);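 also: potency is read from the fitted curve at half-maximal effect; plate controls were DMSO wells for no effect and full inhibition by NEM control for full effect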
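USP2 core (10nM final) preincubated 30min RT with compound in 20mM Tris-HCl pH 8.0, 2mM CaCl2, 2mM beta-mercaptoethanol, 0.05% CHAPS; 25nM Ub-CHOP2 plus 25nM reporter substrate added, fluorescence (Ex485/Em531) read after 60min.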
hERG WT inh: KCNH2 (human, wildtype) channel inhibition. Q12809. U2OS, BacMam KCNH2, thallium flux FluxOr; stronger effect = lower value. activity change, % at 1.84 µM. actives 0.37% (n = 340,000);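 active = maximum activity change below -70%; inconclusive = maximum activity change between -70% and -50%; inactive = maximum activity change above -50%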; also: % is scaled to controls: 0 for no effect and ±100 for the full control effect
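U2OS cells transduced with wild-type KCNH2 virus are loaded with FluxOr dye for 45 min, and thallium flux is measured in kinetic reads before and after stimulation buffer. Rate constants are normalized to DMSO controls.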
PKM2 activator: PKM2 (human) enzyme activation; P14618; purified PKM2, Kinase-Glo ATP luminescence, activation; response scale: 0% is enzyme alone, no compound; Potency, µM (titrated, usually from 57.5 µM), for the others: top-dose activation, hits mostly activators; actives 0.34% (n = 260,000); also: potency is read from the fitted curve at half-maximal effect; % is scaled to controls: 0 for no effect and ±100 for the full control effect; nearly all actives have a fitted effect of over 55% in size
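ATP formation by purified human PK-M2, quantified via coupled luciferase luminescence after 1 h at room temperature with 0.1 mM ADP and 0.5 mM PEP final.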
TRPV1 ag: agonists of human vanilloid receptor 1 (TRPV1). Q8NER1. AID 540275. TRPV1-expressing cells, Fluo-8 calcium influx, agonist mode. activation, % at 8.33 µM. actives 0.19% (n = 320,000); in the data active = activation above about 80%; inconclusive = between about 30% and that limit; also: 0% is about no effect
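Cells expressing TRPV1 were dye-loaded with Fluo-8 and read kinetically: 10 s baseline, 3 min after compound (agonist portion), then 2 min after EC20 capsaicin (allosteric enhancer portion). Calcium-bound dye fluorescence at 480/520 nm.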
Menin MLL FP TR: displaces Texas Red mutant MLL peptide from human menin; actives 0.23% (n = 270,000); AID 1768; Potency, µM (titrated, usually from 61.6 µM), without a hit: top-dose FP activity change, negative = inhibition, hits mostly inhibitors; Menin + Texas Red MLL mutant peptide, fluorescence polarization; active = well fitted inhibition curve with a large enough effect in the polarisation, with a control signal flat, not every such curve was filed as active; inconclusive = small, poorly fitted or top-dose-only effect, or effect the other way, or a change in a side signal; inactive = no such curve, though single readings can be large or run the other way; the % refers to the polarisation; also: potency is read from the fitted curve at half-maximal effect; % of control where 0% means no effect; many of its hits are not listed in these tables
B2AR arrestin: beta2AR (human) beta-arrestin recruitment activity; actives 0.02% (n = 330,000); AID 492947; beta-arrestin recruitment to beta2AR, cell-based reporter; P07550; Potency, µM (top dose mostly 46.1 µM), for inactives: top-dose activation, most hits filed as activators;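 also: potency is read from the fitted curve at half-maximal effect; 0% = DMSO controls and full agonism = EC100 isoproterenol or metaproterenol; nearly all actives have a fitted effect of over 65% in size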
Target sequence (P07550 whole entry, looked up): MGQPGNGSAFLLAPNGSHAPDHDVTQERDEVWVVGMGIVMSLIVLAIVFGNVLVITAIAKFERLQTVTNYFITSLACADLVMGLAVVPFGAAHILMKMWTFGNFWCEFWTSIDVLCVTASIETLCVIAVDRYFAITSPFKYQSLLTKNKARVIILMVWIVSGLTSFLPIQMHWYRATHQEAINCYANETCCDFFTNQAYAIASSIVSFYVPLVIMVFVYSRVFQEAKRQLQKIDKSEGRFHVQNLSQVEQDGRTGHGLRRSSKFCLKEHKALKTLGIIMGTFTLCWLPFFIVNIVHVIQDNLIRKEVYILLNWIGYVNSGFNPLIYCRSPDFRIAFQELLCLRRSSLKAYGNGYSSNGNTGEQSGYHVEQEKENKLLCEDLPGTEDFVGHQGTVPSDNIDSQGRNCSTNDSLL
GALK inhibitor: galactokinase (human) inhibition; P51570; Purified GALK, Kinase-Glo residual ATP luminescence; Potency, µM (series often up to 57.5 µM), for inactives: top-dose activity change, negative = inhibition, most hits filed as inhibitors; actives 0.007% (n = 270,000); AID 1868; also: potency is read from the fitted curve at half-maximal effect; % is scaled to controls: 0 for no effect and ±100 for the full control effect
Target sequence (P51570 whole entry, looked up): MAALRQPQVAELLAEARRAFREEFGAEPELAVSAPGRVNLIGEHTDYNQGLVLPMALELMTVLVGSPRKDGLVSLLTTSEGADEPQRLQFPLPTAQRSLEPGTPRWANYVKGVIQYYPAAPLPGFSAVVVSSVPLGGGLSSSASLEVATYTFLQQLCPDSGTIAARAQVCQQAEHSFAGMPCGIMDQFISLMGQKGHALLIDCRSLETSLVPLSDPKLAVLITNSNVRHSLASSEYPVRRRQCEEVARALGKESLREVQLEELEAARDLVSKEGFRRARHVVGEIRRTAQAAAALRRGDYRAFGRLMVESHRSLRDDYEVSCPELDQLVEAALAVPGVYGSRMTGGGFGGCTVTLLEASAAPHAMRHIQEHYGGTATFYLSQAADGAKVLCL
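Luminescence from leftover ATP (Ultra-Glo luciferase/luciferin) served as read-out after a 1 h room-temperature reaction of 5 nM GALK with 35 uM ATP and 100 uM galactose.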
Giardia killer: Giardia lamblia killing. Giardia lamblia trophozoite viability. activity change, % at 7.66 µM, hits read low. actives 0.15% (n = 340,000). AID 540267; in the data active = activity change below about -80%; inconclusive = between about -30% and that limit;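 also: parasites exposed to compound for two days anaerobically before the ATP read; % is scaled to controls: 0 for no effect and ±100 for the full control effect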
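Luminescent ATP signal served as the viability read-out, measured 15-30 min after adding ATP detection reagent to trophozoites that had been incubated with compounds for 48 hrs at 37 deg C anaerobically at 100 cells/well.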
FBPA coupling cs: inhibits coupling enzyme system, counter-screen for aldolase hits | coupling enzyme system counterscreen, AmpLite Red fluorescence | actives 0.67% (n = 290,000) | AID 2472 | activity change, negative = inhibition, % at 58.2 µM, hits read low; in the data active = activity change below about -30%; also: % is scaled to controls: 0 for no effect and ±100 for the full control effect
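Coupling enzymes only (glyceraldehyde-3-phosphate) + compound, at 57.5 uM final, 10 min RT; add substrate/coupling/AmpLite Red mix, 20 min RT; fluorescence ex 525/em 598 nm. Actives flag coupling-system interference.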
KCNH2 3.1 block: KCNH2 3.1 (human) potassium channel inhibition | actives 0.95% (n = 340,000) | activity change, % (tested at about 1.8 µM) | U2OS KCNH2 3.1, thallium flux FluxOr; stronger effect = lower value | AID 720553;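 active = maximum activity change below -70%; inconclusive = maximum activity change from -70% to -50%; inactive = maximum activity change above -50%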;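 also: thallium influx rate constant from kinetic fluorescence after stimulation buffer; % is scaled to controls: 0 for no effect and ±100 for the full control effect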
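Channel expression came from 3.1 mutant virus (1.77 x 10^8 /mL) applied to suspended U2OS cells for 4 h. Flux was tracked with FluxOr dye plus Red40 quencher, and kinetic rate constants normalized to controls.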
Active calls of the source: *; ? = inconclusive; . = not tested or not shown; & = joins results of further samples; [ ] = another dose, or the depositor's remark. Unless noted, calls follow the shape of the dose curve; as a rule, active = well fitted curve in the direction sought with a large enough effect; inconclusive = small, poorly fitted or top-dose-only effect, or another doubt; inactive = no such curve, though single readings can be large; an effect the other way counts as inactive or inconclusive.

No.	structure	CXXC DNA block	USP2a block	hERG WT inh	PKM2 activator	TRPV1 ag	Menin MLL FP TR	B2AR arrestin	GALK inhibitor	Giardia killer	FBPA coupling cs	KCNH2 3.1 block
1	CC(=O)N1c2ccccc2N(Cc2ccc(C)cc2C)C(=O)C1(C)C	-8%	1%	13	-2%	19	-10%	-0.1%	2%	-1	-1	0
2	Cc1cc(=O)[nH]c(SCC(N)=O)c1C#N	3%	0%	2	-3%	-3	16%	0.0%	0%	7	0	31
3	COc1ccc(C2N=C(c3ccccc3)NC(c3ccccc3)=N2)cc1	3%	-2%	1	-15%	15	15%	0.9%	-1%	2	-1	-7
4	Cc1sc(NC(=O)Cn2nc(C(F)(F)F)cc2C)c(C(=O)OC(C)C)c1C	-5%	1%	-5	5%	10	11%	0.0%	-1%	-3	-5	-7
5	CC1(C)NC(=O)N(CCOCCSc2ccccc2)C1=O	-8%	2%	11	0%	-2	-11%	0.1%	2%	-8	2	-1
6	COc1cccc(CNCCc2c[nH]c3ccccc23)c1OCc1ccccc1	38%[activator]	0%	3	-1%	12	-17%	-0.2%	0%	5	-1	-20
7	Cc1ccc(NC(=O)CCNC(=O)c2ccco2)cc1Cl	3%	2%	-8	.	8	2%	-0.3%	11%	1	2	-26
8	CC(=O)c1ccc(NC(=O)CN2C(=O)NC3(CCc4ccccc43)C2=O)cc1 (stereo unspecified)	.	6%	-2	.	.	.	-0.2%	.	-6	.	7
9	COc1ccccc1OCCC(=O)OCC(=O)Nc1ccc2c(c1)OCO2	.	2%	-37	.	.	.	0.5%	.	-10	.	-6
10	O=C(O)CSc1nnc(-c2cc3ccccc3o2)n1-c1ccccc1	18%	0%	-11	-5%	1	-21%	7.5%	-3%	1	14	-15
11	CCOC(=O)C(=CNc1ccc(Cl)cn1)C(=O)OCC	4%	0%	-8	-2%	15	.	-0.3%	3%	-14	-11	-12
12	CCCCn1c(N)c(N(CCOC)C(=O)c2cc(-c3ccc(F)cc3)nc3ccccc23)c(=O)[nH]c1=O	.	1%	-10	.	-5	.	6.6%	.	?	.	-11
13	Cc1ccc2c(c1)C(O)(CC(=O)c1cccc(-n3cccc3)c1)C(=O)N2 (stereo unspecified)	3%	-2%	11	18%	-2	-1%	0.1%	5%	4	0	7
14	COc1ccc(Cc2nnc(NC(=O)c3ccccc3[N+](=O)[O-])s2)cc1	11%	3%	.	-4%	-1	-3%	0.2%	-2%	0	3	-22
15	CN(C(=O)Cc1c[nH]c2ccccc12)C(C(=O)Nc1ccc2c(c1)OCO2)c1ccccc1 (stereo unspecified)	0%	2%	-2	1%	3	5%	-0.4%	2%	8	0	-4
16	COc1cc(-c2nnc(CSc3nnc(N)s3)o2)cc(OC)c1OC	-5%	4%	-6	1%	7	-13%	-0.1%	4%	4	1	-18
17	O=S(=O)(Nc1cccc(S(=O)(=O)N2CCCCC2)c1)c1ccccc1F	.	2%	8	.	.	.	0.1%	.	21	.	-5
18	Cn1cc(CCNCc2cn[nH]c2-c2ccc(-c3ccccc3)cc2)cn1	-4%	2%	53	-2%	1	.	-0.5%	0%	-7	0	-6
19	N#CCC(=O)Nc1ccc(C(=O)OCc2ccccc2Oc2ccccc2)cc1	2%	1%	2	.	1	?	0.1%	-8%	-14	-2	7
20	CC(=O)N(CCCNC(=O)c1ccccc1)C(=O)c1ccccc1	.	0%	-3	.	16	.	0.1%	.	-2	.	6
21	CCOC(=O)Nc1ccc2c(c1)N(C(=O)CN(CC)CC)c1ccccc1C=C2	13%	-1%	-7	2%	2	-1%	0.4%	-1%	-2	0	10
22	COc1ccc(CCNC(=O)CS(=O)Cc2nc(-c3cccs3)oc2C)cc1OC (stereo unspecified)	1%	1%	-10	2%	0	-11%	-0.3%	-1%	-15	.	4
23	CCOCCCNC(=S)N(CCN(C)C)Cc1cc2cc3c(cc2[nH]c1=O)OCCO3	6%	0%	-1	-1%	-5	0%	-0.9%	1%	-2	0	-2
24	CCOc1ccc(-n2c(SCC)nc3c(c2=O)SCC3)cc1	2%	0%	2	3%	1	-24%	0.4%	0%	9	1	10

Whole records, looked up by structure. Order of values: CXXC DNA block	USP2a block	hERG WT inh	PKM2 activator	TRPV1 ag	Menin MLL FP TR	B2AR arrestin	GALK inhibitor	Giardia killer	FBPA coupling cs	KCNH2 3.1 block
Listed for O=S(=O)(Nc1cccc(S(=O)(=O)N2CCCCC2)c1)c1ccccc1F = .	2%	8	.	.	.	0.1%	.	21	.	-5
Listed for O=C(O)CSc1nnc(-c2cc3ccccc3o2)n1-c1ccccc1 = 18%	0%	-11	-5%	1	-21%	7.5%	-3%	1	14	-15
Listed for CCOC(=O)Nc1ccc2c(c1)N(C(=O)CN(CC)CC)c1ccccc1C=C2 = 13%	-1%	-7	2%	2	-1%	0.4%	-1%	-2	0	10
Listed for COc1ccc(CCNC(=O)CS(=O)Cc2nc(-c3cccs3)oc2C)cc1OC (stereo unspecified) = 1%	1%	-10	2%	0	-11%	-0.3%	-1%	-15	.	4
Listed for CC1(C)NC(=O)N(CCOCCSc2ccccc2)C1=O = -8%	2%	11	0%	-2	-11%	0.1%	2%	-8	2	-1

Remaining list, next part
No.	structure	CXXC DNA block	USP2a block	hERG WT inh	PKM2 activator	TRPV1 ag	Menin MLL FP TR	B2AR arrestin	GALK inhibitor	Giardia killer	FBPA coupling cs	KCNH2 3.1 block
25	CC(C)O/N=C1\C(=O)N(c2ccccc2)c2ccccc21	1%	0%	-14	3%	9	-8%	-0.2%	6%	-4	7	-9
26	Cn1c(=O)n(CC(=O)Nc2ccccc2)c2ccccc21	0%	0%	4	-1%	1	15%	-0.4%	2%	9	0	-1
27	Cn1c(N)c(C(=O)COC(=O)c2cc(-c3ccco3)nc3ccccc23)c(=O)n(Cc2ccccc2)c1=O	29%	-1%	.	17%&7%	23	?	-2.2%	.	.	2&2	.
28	CCOC(=O)C1CCCN(C(=O)c2sc3nc(-c4ccc(F)cc4)cn3c2C)C1 (stereo unspecified)	4%	0%	11	16%	-4	-18%	-0.5%	1%	-10	-6	-7
29	CC(C)(C)c1ccc(-c2nn(CCC#N)cc2/C=N/O)cc1	9%	2%	-12	0%	-2	11%	-0.6%	-3%	-8	-2	-15
30	CCOC(=O)Cc1csc(NC(=O)c2sc3nc4cc(C)ccc4cc3c2N)n1	5%	5%	-8	17%	5	16%	0.5%	-1%	6	-10	1
31	CC(CN1CCOCC1)OC(=O)C(C)(c1ccccc1)c1ccccc1 (stereo unspecified)	1%	0%	7	4%	9	-10%	0.2%	-1%	24	0	10
32	Cc1ccc(Nc2nnc(SCC(=O)c3ccc(O)cc3O)s2)cc1	7%	-1%	-7	.	?	?	0.1%	4%	11	-11	-3
33	CN(C)S(=O)(=O)c1cccc(-c2nnc3n2CCCCC3)c1	-23%	5%	4	-2%	-1	.	-1.1%	0%	-15	2	7
34	COc1cc(/C=N/NC(=O)c2ccc(CN3C(=O)c4cccc5cccc3c45)cc2)cc(OC)c1O	-6%	-7%	5	25%	?	.	0.8%	-5%	-3	-16	-3
35	CCCC12C(=O)C(C)(C(c3ccccc3)=C1c1ccccc1)C1C(=O)N(c3ccc(C)cc3)C(=O)C12 (stereo unspecified)	-4%	-4%	-1	0%	11	14%	-0.5%	.	8	-6	11
36	CC(C)c1ccc(NC(=O)COC(=O)c2nn(C)c(=O)c3ccccc23)cc1	.	3%	-8	.	.	.	0.2%	.	13	.	-6
37	O=C(Nc1ccccc1C(F)(F)F)C1CCN(C(=O)c2cccs2)CC1	-2%	2%	-6	0%	-1	0%	-0.2%	6%	-9	0	31
38	Cc1onc(-c2ccccc2)c1C(=O)OCCOc1ccccc1F	7%	2%	-13	.	?	3%	-0.1%	0%	1	0	3
39	NC(=O)c1ccc(NCC2CCCO2)c([N+](=O)[O-])c1 (stereo unspecified)	43%[activator]	8%	5	.	-2	-5%	0.8%	1%	10	3	6
40	COc1ccc(NC(=O)C(Cc2ccccc2)NC(=O)c2ccco2)cc1OC (stereo unspecified)	-5%	.	-5	1%	4	-7%	.	-2%	3	-3	-24

Only part of the results is shown; the hit share may differ from the screen's.
